PAFAH1B3 inh = PAFAH1B3 enzyme inhibitors, primary screen, biochemical, fluorescence polarization, human; actives 0.28% (n = 340,000); inhibition, % at 3.39 µM; recombinant PAFAH1B3, FP-rhodamine probe;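 active means inhibition above the screen-wide average of all tested compounds plus 3 SD, cut at about 25% in these data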;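 further: 0% = enzyme with DMSO only and 100% = wells lacking PAFAH1B3 protein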
Target sequence (Q15102 whole entry, looked up): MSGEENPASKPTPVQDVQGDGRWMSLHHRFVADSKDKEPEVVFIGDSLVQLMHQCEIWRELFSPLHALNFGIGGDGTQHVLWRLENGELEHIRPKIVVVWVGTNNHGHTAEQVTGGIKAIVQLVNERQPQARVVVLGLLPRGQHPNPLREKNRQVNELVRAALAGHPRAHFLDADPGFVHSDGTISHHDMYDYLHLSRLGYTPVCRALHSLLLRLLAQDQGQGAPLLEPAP
LYPLA2 inh = LYPLA2 inhibitors, primary screen, counter-screen for PME1 inhibitor project, biochemical, fluorescence polarization, FP-Rh probe ABPP | Acyl-protein thioesterase 2 (Homo sapiens), O95372 | recombinant LYPLA2 | inhibition, % at 5.9 µM | actives 0.38% (n = 320,000) | AID 2177, 2009;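 active means inhibition above the screen-wide mean plus 3 SD, limit set per campaign, cut at about 26% in these data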;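 further: 0% = LYPLA2 with DMSO and 100% = wells lacking LYPLA2 enzyme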
Target sequence (O95372 whole entry, looked up): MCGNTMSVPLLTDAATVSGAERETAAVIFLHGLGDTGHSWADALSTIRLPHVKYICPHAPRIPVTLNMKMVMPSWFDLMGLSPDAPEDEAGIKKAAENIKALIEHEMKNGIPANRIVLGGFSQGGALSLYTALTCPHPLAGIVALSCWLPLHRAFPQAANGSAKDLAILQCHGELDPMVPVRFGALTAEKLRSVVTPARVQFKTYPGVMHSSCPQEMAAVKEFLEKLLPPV
PAFAH1B2 inh = PAFAH1B2 enzyme inhibitors, primary screen, biochemical, fluorescence polarization, human. actives 1.2% (n = 340,000). AID 492953, 2010. recombinant PAFAH1B2, FP-rhodamine activity probe. inhibition, % at 3.39 µM. Platelet-activating factor acetylhydrolase IB subunit alpha2 (Homo sapiens), P68402;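 active means inhibition above the mean of all tested compounds plus 3 SD, cut at about 24% in these data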;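 further: 0% = enzyme with DMSO and 100% = wells lacking PAFAH1B2; many of its hits are not listed in these tables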
Target sequence (P68402 whole entry, looked up): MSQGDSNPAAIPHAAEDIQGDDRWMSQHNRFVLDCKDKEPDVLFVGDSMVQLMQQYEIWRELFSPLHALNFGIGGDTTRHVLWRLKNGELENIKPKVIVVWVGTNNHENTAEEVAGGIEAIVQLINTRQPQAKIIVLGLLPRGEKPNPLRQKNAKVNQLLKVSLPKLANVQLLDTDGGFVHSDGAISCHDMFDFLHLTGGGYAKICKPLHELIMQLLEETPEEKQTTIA
pPAFAH FP inh = pPAFAH enzyme inhibitors, primary screen, biochemical, fluorescence polarization, human; Platelet-activating factor acetylhydrolase (Homo sapiens), Q13093; recombinant pPAFAH, FP-rhodamine probe fluorescence polarization; inhibition, % at 3.39 µM; actives 1.5% (n = 330,000); AID 463082, 2010;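 active means inhibition above the mean inhibition across the screen plus 3 SD, cut at about 25% in these data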;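 further: inhibitors block binding of the rhodamine activity-based probe so polarization drops; 0% = enzyme with DMSO and 100% = wells lacking pPAFAH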
GSTO1 inh = inhibitors of recombinant GSTO1, primary screen, counter-screen for RBBP9 inhibitor project, biochemical, fluorescence polarization. activity-based probe fluorescence polarization. actives 1.1% (n = 300,000). Glutathione S-transferase omega-1 (Homo sapiens), P78417. inhibition, % at 5.96 µM;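 active means inhibition above the campaign mean inhibition plus 3 SD, cut at about 35% in these data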;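 further: 0% = GSTO1-1 with DMSO and 100% = wells lacking GSTO1-1 enzyme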
PREPL inh = PREPL enzyme inhibitors, primary screen, biochemical, fluorescence polarization | Prolyl endopeptidase-like (Homo sapiens), Q4J6C6 | recombinant PREPL, fluorescence polarization activity-based probe | inhibition, % at 5.96 µM | actives 0.68% (n = 320,000) | AID 2751, 2010; in the data active means inhibition above about 43%;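 further: 0% = enzyme with DMSO and 100% = wells lacking enzyme; many of its hits are not listed in these tables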
LYPLA1 counter = LYPLA1 inhibitors, primary screen, counter-screen for PME1 inhibitor project, biochemical, fluorescence polarization, FP-Rh probe ABPP. recombinant LYPLA1. inhibition, % at 5.9 µM. actives 0.16% (n = 320,000). AID 2174, 2009;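 active means inhibition above the mean of all tested compounds plus 3 SD, set per campaign, cut at about 14% in these data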;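 further: inhibitors block serine hydrolase probe labeling of LYPLA1 so polarization falls; 0% = enzyme with DMSO and 100% = wells lacking LYPLA1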
Target sequence (O75608 whole entry, looked up): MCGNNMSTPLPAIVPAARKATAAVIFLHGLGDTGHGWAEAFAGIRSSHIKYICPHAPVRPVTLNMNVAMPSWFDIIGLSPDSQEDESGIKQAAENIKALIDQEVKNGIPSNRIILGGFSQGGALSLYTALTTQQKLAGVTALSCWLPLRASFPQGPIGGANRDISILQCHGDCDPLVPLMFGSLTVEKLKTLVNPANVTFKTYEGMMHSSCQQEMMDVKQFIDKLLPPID
PAD4 inh = human PAD4 inhibitors, primary screen, biochemical, fluorescence polarization, 1536-well format. recombinant PAD4, RCA probe fluorescence polarization. inhibition, % at 6.36 µM. actives 0.41% (n = 330,000);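 active means percent inhibition above a cutoff equal to the mean of all tested compounds plus 3 SD, cut at about 15% in these data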;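 further: 0% = PAD4 with RCA probe and DMSO and 100% = probe without PAD4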
PAFAH2 FP inh = PAFAH2 enzyme inhibitors, primary screen, biochemical, fluorescence polarization, human. Platelet-activating factor acetylhydrolase 2, cytoplasmic (Homo sapiens), Q99487. recombinant PAFAH2, FP-rhodamine activity probe. inhibition, % at 3.39 µM. actives 0.99% (n = 340,000);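 active means inhibition above the mean over all tested compounds plus 3 SD, cut at about 30% in these data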;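 further: inhibitors block probe labeling of enzyme so polarization drops; 0% = enzyme with DMSO and 100% = wells lacking PAFAH2 protein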
* = called active by the depositor; x = no result given. The list is partial; the hit share may differ from the screen's.

no.	molecule	PAFAH1B3 inh	LYPLA2 inh	PAFAH1B2 inh	pPAFAH FP inh	GSTO1 inh	PREPL inh	LYPLA1 counter	PAD4 inh	PAFAH2 FP inh
1	Cc1ccc(-n2nc3c(=O)n(CC(=O)NCc4cccs4)nc(C)c3c2C)cc1	10	3	-1	4	1	17	3	-2	-1
2	COc1cc(NC(=O)c2n[nH]c(=O)c3ccccc23)cc(OC)c1	8	9	3	-3	0	0	0	-4	4
3	CCOC(=O)N1CCN(C(=O)CSCC(=O)Nc2nc(-c3ccc(Cl)s3)cs2)CC1	9	2	4	16	-7	16	-1	10	-4
4	FCCCOc1ccc(/C=N/OCc2ccc(Cl)cc2Cl)cc1	9	7	1	0	0	-8	2	4	2
5	Cc1cc(NCc2ccccn2)n2ncc(-c3ccccc3)c2n1	0	0	10	1	20	17	0	0	1
6	CC(C)(C)c1ccc(OCCC(=O)NNC(=O)c2ccncc2)cc1	-3	-3	3	-8	15	-4	-2	1	4
7	Cc1nc(C)c(C(=O)N2CCCC(C(=O)c3ccc(Cl)cc3C)C2)s1 (configuration not stated)	0	3	-2	5	-3	15	4	-4	8
8	CN1CCN(c2ccc(NC(=O)CSc3ccccc3)cc2F)CC1	0	-2	-1	-1	4	35	-2	-4	-2
9	O=C(NC1CCCCC1)C(c1ccncc1)N(C(=O)c1ccco1)c1ccc(F)cc1 (configuration not stated)	4	2	5	2	1	-8	2	5	-9
10	CCc1ccc2nc(N3C(=O)C(O)=C(C(=O)c4ccco4)C3c3cccs3)sc2c1 (configuration not stated)	-6	-3	-1	14	-26	34	-4	-17	22
11	Cc1c(Cl)ccc2c1NC(=O)[C@]21N[C@@H](CCC(N)=O)[C@H]2C(=O)N(c3ccc(F)cc3)C(=O)[C@H]21	14	-2	0	13	2	-9	3	-2	3
12	CS(=O)(=O)N(Cc1ccc(Cl)cc1)c1ccc(C(=O)NCCSCc2ccco2)cc1	-2	4	22	9	4	5	-3	2	3

Part of the list above with just GSTO1 inh, PAFAH2 FP inh and LYPLA1 counter:
nr | molecule | GSTO1 inh | PAFAH2 FP inh | LYPLA1 counter
1 | Cc1ccc(-n2nc3c(=O)n(CC(=O)NCc4cccs4)nc(C)c3c2C)cc1 | 1 | -1 | 3
2 | COc1cc(NC(=O)c2n[nH]c(=O)c3ccccc23)cc(OC)c1 | 0 | 4 | 0

(further entries)
no.	molecule	PAFAH1B3 inh	LYPLA2 inh	PAFAH1B2 inh	pPAFAH FP inh	GSTO1 inh	PREPL inh	LYPLA1 counter	PAD4 inh	PAFAH2 FP inh
13	O=C(O)C(c1ccccc1)N1CCCC1 (configuration not stated)	2	2	-4	-2	7	-2	4	2	-2
14	Clc1ncccc1-c1nc2ccccc2n1Cc1ccccc1	0	-2	2	1	7	3	-1	-1	3
15	Cc1cc2c(cc1S(N)(=O)=O)S(=O)(=O)CCC2	-9	0	3	-6	3	11	-2	-1	0
16	NC(=O)c1ccc(OCC(=O)N2CCNC2=O)cc1	12	x	-1	0	x	-1	x	1	-2
17	Cc1cc(=O)oc2cc(OC(C)C(=O)N3CCCc4ccccc43)ccc12 (configuration not stated)	4	9	-4	2	1	-6	-1	1	-2
18	COc1ccc(-c2c(C(C)=O)c(C)nc3sc4c(=O)[nH]nnc4c23)cc1	3	5	3	-4	-2	1	1	-1	3
19	CCOC(=O)Cc1c(C)nc2c(-c3ccc(Cl)cc3)c[nH]n2c1=O	2	-3	0	10	-3	-21	0	-5	5
20	CCOc1ccc2[nH]c(=O)c(CN(CCc3ccccc3)C(=O)N3CCOCC3)cc2c1	3	-2	10	3	-3	8	0	0	2
21	O=C(NCc1cccnc1)c1ccc(COc2ccccc2Cl)cc1	2	-2	1	-8	-2	-41	-6	-1	3
22	CCOc1ccc(/C=N/NC(=O)c2ccccc2Cl)cc1CN1CC2CC(C1)c1cccc(=O)n1C2 (configuration not stated)	-2	4	-3	-2	x	12	-1	-5	11
23	CC(C)(C)NC(=O)Cn1nc(C(F)(F)F)c2c1CCCC2	-2	-1	7	-1	-5	-5	-3	-4	-4
24	COc1ccc2[nH]c3c(c2c1)CCN1C(=O)N([C@@H](C)C(=O)NC2CCCC2)C(=O)[C@]31C	9	11	0	1	-3	4	4	-4	-2
25	O=C(NNc1ccc([N+](=O)[O-])cc1)C1CC2CCCC(C1)C2=O (configuration not stated)	2	1	4	7	-4	1	3	1	6
26	FC(F)(F)c1cc(-c2ccco2)nc(N2CCN(c3ccccc3)CC2)n1	4	0	0	3	-4	4	-1	1	-3
27	CC(=O)C[C@H]1c2ccccc2S(=O)(=O)N1c1ccccc1	14	-9	0	3	-2	-6	0	-1	2
28	O=c1c(-c2cccc(Cl)c2)c[nH]n1-c1ccccc1	4	-5	4	0	6	-1	-3	4	10
29	COc1ccc(CN2CCOCCOCCOCCOCC2)cc1	1	-2	2	0	4	6	-1	-2	3
30	Cc1csc(NC(=O)CSc2nc3sc(C)c(C)c3c(=O)[nH]2)n1	-2	-49	-5	20	-88	-12	-46	-9	11
31	CCOc1ccc(CN(C)C(=O)CCc2ccc(S(=O)(=O)N3CCCCCC3)cc2)cc1	3	8	-4	3	x	13	0	4	1
32	CC(=O)c1c(C)[nH]c(C(=O)Nc2ccc(Cl)c(S(=O)(=O)N3CCOCC3)c2)c1C	28*	-7	8	-3	-6	16	-17	-1	2
33	Cc1ccc(N(CCC#N)C(=O)COC(=O)c2ccccc2SCC(=O)N2CCCC2)cc1	2	-5	-1	2	14	-3	-4	3	21
34	COc1ccc(N(CC(=O)N2CCOCC2)S(=O)(=O)c2ccccc2)cc1Cl	3	5	2	0	1	-4	0	-4	0
35	Cn1c(-c2cccc3ccccc23)n[nH]c1=S	7	-5	1	-2	6	1	2	-4	-7
36	Cc1ccc(NC(=O)CSc2nncs2)cc1Cl	0	3	10	0	x	-4	-2	-2	3
37	O=C(Nc1nc2nc(-c3ccccc3)cc(=O)n2[nH]1)c1ccccc1	6	1	5	14	-8	8	-1	0	21
38	Cc1ccc(C)c(C(C)NC(=O)C2CCCC2)c1 (configuration not stated)	-3	3	3	6	7	14	-3	3	2
39	CCC1=C(OC(=O)N(CC)CC)N2C(=O)OC(=NCC3CC3)[C@]2(C)[C@H]2C1=CC[C@H]1C(=O)NC(=O)[C@H]12	14	1	1	6	-2	11	-3	0	3
40	CN(C)S(=O)(=O)c1ccc(Cl)c(NC(=O)c2ccncc2)c1	1	4	0	1	0	6	1	-6	0
41	Cc1ccc(S(=O)(=O)c2cc(Nc3ccccc3)ccc2O)cc1	-1	-3	4	19	32	0	-6	6	18
42	COc1cccc(CNC(=O)CSc2nc3ccc(C)cc3[nH]2)c1	-4	-1	15	5	6	8	-2	-7	0
43	O=C(c1ccc(C(F)(F)F)cc1)N1CCC(=O)N(C(COCc2ccccc2)Cc2ccccc2)CC1 (configuration not stated)	5	6	2	6	8	11	0	2	1
44	C=CCSc1nc2sc3c(c2c(=O)n1CC)CCC3	5	0	1	9	10	6	0	-2	2
45	COc1cc(NC(=S)N2CCC(C(O)(c3ccccc3)c3ccccc3)CC2)cc(OC)c1	0	-5	3	1	-4	3	-5	1	9
46	Nc1ccccc1C(O)(Cc1ccccc1)c1ccccc1 (configuration not stated)	8	8	6	2	3	13	14	2	-4
47	COc1ccc(CNC(=O)C2(CC(=O)NC(C)(C)C)CCCC2)cc1	1	-6	5	3	0	6	-5	-2	-1
48	O=C(N/N=C/c1ccncc1)c1cccc(NC(=O)c2ccc(Cl)cc2)c1	-5	-4	0	9	-5	0	-2	-6	-7
49	O=C(CSCc1cccc(Br)c1)N/N=C/c1ccc2c(c1)OCO2	-5	6	1	16	-5	-51	2	1	7
50	C/C(=N\OCC(=O)N/N=C/c1ccccc1)c1cccs1	2	9	0	0	-1	1	-1	-3	-5
51	CCC(=O)N1CCc2cc(Br)cc(S(=O)(=O)N3CCC(C(=O)NC(C)(C)C)CC3)c21	3	0	-2	2	5	1	-1	-2	-2
52	Nc1ccccc1-c1nc2ccccc2[nH]1	4	-3	5	3	0	11	-3	-5	9
53	C=CCNC(C(=O)Nc1cccc(OC)c1)c1ccccc1 (configuration not stated)	8	-6	7	-1	2	7	-1	-2	8
54	CN(CC(=O)Nc1ccc(Cl)cc1)C(=O)CCc1ccccc1	13	2	5	5	5	-15	-2	-5	-1
55	Cn1ccc(NC(=O)Nc2ccc(Cl)cc2Cl)n1	2	-9	4	9	0	1	-5	3	-1
56	Cc1nc(NC(=O)COC(=O)CCS(=O)(=O)c2ccccc2Cl)c(Cl)cc1Cl	2	1	4	1	2	3	-2	5	5
57	O=C(CN(C(=O)CNS(=O)(=O)c1ccccc1)c1ccc(F)cc1)NCc1ccco1	-3	-3	3	5	6	-2	-1	2	7
58	NC(=O)c1nsc(C(=O)N(Cc2ccc(F)cc2)C(C(=O)NC2CCCC2)c2ccco2)c1N (configuration not stated)	9	-6	7	-2	15	9	-10	-5	6
59	CCOc1ccc(-n2c(-c3ccc(Br)cc3)c[n+]3c2CCCCC3)cc1	9	-2	0	-1	2	12	-1	5	2

Structures listed so far containing an aryl methoxy group, in the order listed:
no.	molecule	PAFAH1B3 inh	LYPLA2 inh	PAFAH1B2 inh	pPAFAH FP inh	GSTO1 inh	PREPL inh	LYPLA1 counter	PAD4 inh	PAFAH2 FP inh
2	COc1cc(NC(=O)c2n[nH]c(=O)c3ccccc23)cc(OC)c1	8	9	3	-3	0	0	0	-4	4
18	COc1ccc(-c2c(C(C)=O)c(C)nc3sc4c(=O)[nH]nnc4c23)cc1	3	5	3	-4	-2	1	1	-1	3
24	COc1ccc2[nH]c3c(c2c1)CCN1C(=O)N([C@@H](C)C(=O)NC2CCCC2)C(=O)[C@]31C	9	11	0	1	-3	4	4	-4	-2
29	COc1ccc(CN2CCOCCOCCOCCOCC2)cc1	1	-2	2	0	4	6	-1	-2	3
34	COc1ccc(N(CC(=O)N2CCOCC2)S(=O)(=O)c2ccccc2)cc1Cl	3	5	2	0	1	-4	0	-4	0
42	COc1cccc(CNC(=O)CSc2nc3ccc(C)cc3[nH]2)c1	-4	-1	15	5	6	8	-2	-7	0
45	COc1cc(NC(=S)N2CCC(C(O)(c3ccccc3)c3ccccc3)CC2)cc(OC)c1	0	-5	3	1	-4	3	-5	1	9
47	COc1ccc(CNC(=O)C2(CC(=O)NC(C)(C)C)CCCC2)cc1	1	-6	5	3	0	6	-5	-2	-1
53	C=CCNC(C(=O)Nc1cccc(OC)c1)c1ccccc1 (configuration not stated)	8	-6	7	-1	2	7	-1	-2	8

Screens as filed in PubChem.
